# Assay outcomes as filed in PubChem.
# E-selectin induc = E-selectin induction in HUVECs, primary screen, imaging, HUVEC, immunofluorescence imaging, single point; normalized: neutral wells 0, TNF-alpha wells 100; P16581; 0.37% of 260,000 active; AID 686992, 2013; activation, % at 7.58 µM;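 active means mean E-selectin-positive cell signal at least 10% of the positive control, reached in at least 60% of replicates, without over 20% cell loss; inconclusive means no rule given, readout overlaps actives, possibly toxicity-flagged; inactive means the rest, including those meeting only one limit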;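 further: in these data hits start at about 27%; measured in HUVEC primary endothelial cells; signal is the percent of cells scored E-selectin positive by PE staining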
#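 Test system: HUVEC; input: 3,000 HUVEC/well; measured by: immunofluorescence imaging; read-out: % PE-positive cells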
# ERp5 inh = inhibitors of ERp5-driven insulin aggregation, primary screen, biochemical, turbidity, absorbance 650 nm, single point; AID 651711, 2012; 90 min; inhibition, % at 9.99 µM; 0.05% of 350,000 active; Protein disulfide-isomerase A6 (Homo sapiens), Q15084;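 active means mean replicate inhibition above about 25%, with every replicate also reaching it, limit read from the data, passing the limit was not always enough; inconclusive means only one of those two criteria met; inactive means neither criterion met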
# S100A4 MyoIIA = inhibitors of S100A4-myosin IIA peptide binding, primary screen, biochemical, fluorescence polarization, TAMRA-MyoIIA peptide | Protein S100-A4 (Homo sapiens), P26447 | inhibition, % at 10.7 µM | 0.14% of 360,000 active | AID 652163, 2013;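 active means mean inhibition of at least 70% across replicates, with every replicate also reaching that level; inconclusive means mean inhibition reaches 70% but some replicates fall short; inactive means mean inhibition below 70%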
# Target sequence (P26447 whole entry, looked up): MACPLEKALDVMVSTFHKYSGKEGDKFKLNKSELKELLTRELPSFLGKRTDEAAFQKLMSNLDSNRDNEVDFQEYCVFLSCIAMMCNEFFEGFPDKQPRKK
#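 incubation = readout 5 min after mixing, signal stable up to 60 min | system = S100A4 monomer protein | buffer or medium = HEPES pH 7.2 with CaCl2, KCl, NaCl, DTT, Triton | benchmarks = neutral control DMSO, positive control TFP | also added = fluorescent myosin IIA peptide, 5 nM | compound dosing = one concentration per compound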
# RAD54 branch = inhibitors of human RAD54 branch migration, primary screen, biochemical, fluorescence, single point; 0.14% of 360,000 active; RAD54 Holliday junction branch migration, FAM/BHQ fluorescence; AID 602329, 2012; inhibition, % at 10.4 µM; DNA repair and recombination protein RAD54-like (Homo sapiens), Q92698;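 active means mean normalized replicate activity at least 40 and at least half of replicates scoring 40 or more; inconclusive means only one of the two criteria met; inactive means mean below 40 and under half of replicates reaching 40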;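 further: 0% = median of neutral control wells and 100% = median of positive control wells; inhibitors cause a drop in the FAM fluorescence signal; in these data hits start at about 50%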
# Target sequence (Q92698 whole entry, looked up): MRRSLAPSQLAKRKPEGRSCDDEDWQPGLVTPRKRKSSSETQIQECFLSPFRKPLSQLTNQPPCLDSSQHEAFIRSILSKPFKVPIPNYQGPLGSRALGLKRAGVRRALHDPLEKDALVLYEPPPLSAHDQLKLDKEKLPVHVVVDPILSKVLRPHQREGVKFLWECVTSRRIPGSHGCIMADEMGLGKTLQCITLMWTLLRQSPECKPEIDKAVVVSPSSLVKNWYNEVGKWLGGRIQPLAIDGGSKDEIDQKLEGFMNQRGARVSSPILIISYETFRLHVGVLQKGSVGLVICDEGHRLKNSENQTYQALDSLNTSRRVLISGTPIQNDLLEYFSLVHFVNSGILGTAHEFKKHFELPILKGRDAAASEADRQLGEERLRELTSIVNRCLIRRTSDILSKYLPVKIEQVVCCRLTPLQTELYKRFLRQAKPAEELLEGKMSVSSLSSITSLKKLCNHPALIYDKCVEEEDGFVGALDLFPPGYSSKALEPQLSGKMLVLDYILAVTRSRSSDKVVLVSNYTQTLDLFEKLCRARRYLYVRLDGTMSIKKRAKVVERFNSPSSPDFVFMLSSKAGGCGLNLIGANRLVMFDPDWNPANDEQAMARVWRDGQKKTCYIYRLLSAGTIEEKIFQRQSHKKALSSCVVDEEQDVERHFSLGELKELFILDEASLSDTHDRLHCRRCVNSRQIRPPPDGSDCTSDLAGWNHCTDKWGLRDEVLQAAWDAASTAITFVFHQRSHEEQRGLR
# RAD52 inh = RAD52 DNA annealing inhibitors, primary screen, biochemical, FRET, single point, set 2. DNA repair protein RAD52 homolog (Homo sapiens), P43351. recombinant RAD52 DNA annealing, FRET fluorescence. inhibition, % at 18.7 µM. 0.46% of 360,000 active. AID 651710, 2012;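 active means every replicate showing at least 50% inhibition; inconclusive means mean inhibition at least 50% but not in every replicate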
# Xi reactivation = activators of inactive X chromosome reactivation, primary screen, imaging, XiGFP fibroblasts, GFP high-content imaging, set 2 | 0.055% of 360,000 active | AID 743238, 2013 | XiGFP mouse fibroblasts, % GFP-positive cells imaging, 3 d; cells co-treated with 5-aza-dC sensitizer; scaled so ellipticine positive control = 100% | activation, % at 7.58 µM;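 active means mean normalized replicate activation at least 10% and every replicate at or above 10%; inconclusive means only one of the two criteria met; inactive means mean below 10% and not all replicates reach 10%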;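 further: 0% = median of on-plate neutral control wells and 100% = ellipticine 6 µM median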
#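 Assay system: SV40-immortalized XiGFP fibroblast cells, line 68-5-11; buffer or medium: DMEM plus 5-aza-dC sensitizer; compound: one concentration, pinned; timing: compounds 3 days, fix/stain 15 min at room temperature; benchmarks: positive control ellipticine, 6 µM final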
# ERAP1 HTS inh = human ERAP1 aminopeptidase inhibitors, primary screen, biochemical, single point, plate reader; recombinant ERAP1, Leu-AMC fluorescence, 60 min; Endoplasmic reticulum aminopeptidase 1 (Homo sapiens), Q9NZ08; 0.15% of 340,000 active; inhibition, % at 10.7 µM;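 active means mean replicate inhibition of at least 30%, or all replicates individually reaching that 30% level; inactive means mean below 30% and not every replicate reaching it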;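 further: 0% = neutral control wells and 100% = L-leucinethiol positive control wells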
# esBAF inh = Bmi1 luciferase reporter increase in mESCs, primary screen, esBAF inhibitor project, mouse ES cells, Bmi1 luciferase knock-in, single point. 24 h; 100% = twice the neutral-well signal. reporter increase, % at 12.5 µM. 2% of 350,000 active. AID 602393, 2012; in the data active means activation above about 40%; inconclusive means no clear call, values can overlap the other calls;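 further: 0% = median of the plate's neutral control wells and 100% = double that signal; a rise in the Bmi1 reporter signal indicates esBAF inhibition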
# * = called active by the depositor; ? = inconclusive; . = not tested or not shown.
SMILES,E-selectin induc,ERp5 inh,S100A4 MyoIIA,RAD54 branch,RAD52 inh,Xi reactivation,ERAP1 HTS inh,esBAF inh
Cc1cccc(NC(=O)CSc2nnc(-c3ccco3)n2CC2CCCO2)n1 (configuration not stated),.,1.8,2.8,.,-1.3,0.0,-1.6,.
O=C(NCCc1ccc(Cl)cc1)c1ccc2c(=O)[nH]c3c(C(=O)NCC4CCCO4)sc(=S)n3c2c1 (configuration not stated),-0.1,4.0,6.9,.,-14.3,0.0,3.6,.
Cc1ccc(S(=O)(=O)N(C)C[C@H]2OCCCC[C@H](C)Oc3ccc(NC(=O)Nc4ccccc4)cc3C(=O)N([C@H](C)CO)C[C@@H]2C)cc1,.,-2.8,-6.3,17.0,-18.5,0.1,-0.5,7.7
Cc1ccc(S(=O)(=O)Nc2ccc3c(c2)C(=O)N([C@H](C)CO)C[C@H](C)[C@H](CN(C)S(=O)(=O)c2cn(C)cn2)O3)cc1,0.5,3.8,-0.8,4.3,-5.4,-0.1,0.3,1.3
Fc1cccc(Cc2c(-c3cccc(Cl)c3)nc3ccc(Br)cn23)c1,0.1,0.7,-17.6,1.5,-32.9,-0.1,-3.4,57.3*
O=C(Cc1ccc(Br)cc1)Nc1ccc(S(=O)(=O)NCC2CCCO2)cc1 (configuration not stated),.,0.9,-2.9,.,-22.5,0.0,1.1,.
O=C(NNC(=S)Nc1ccc(Br)cc1Cl)c1ccco1,.,6.6,-11.8,.,-4.0,-0.1,-2.5,.
CCN(CC)c1ccc(S(=O)(=O)N2CCOCC2)cc1NS(C)(=O)=O,.,5.1,9.6,-15.8,-5.8,0.1,3.0,.
CCc1ccc(Cn2nnc(C(=O)Nc3cccc(C)c3)c2N)cc1,.,0.7,-2.4,-3.6,6.1,0.0,-1.5,9.7
O=C(O)C[C@H]1C[C@@H]2c3cc(NC(=O)NC4CCCC4)ccc3O[C@@H]2[C@@H](CO)O1,-0.5,-1.2,6.0,-4.7,-1.3,0.1,1.9,1.0
COc1cccc(NC(=O)CNC(=O)c2ccc(C)o2)c1,-0.1,-1.5,2.4,-5.1,3.3,0.0,-5.4,5.6
CCC(C)Sc1ccc([C@@H]2[C@@H]3C(=O)N(C)C(=O)[C@@H]3[C@]3(C(=O)OC)CCCCN23)cc1OC (some centres not stated),0.2,4.7,-6.3,-13.0,-45.5,0.0,-1.9,2.8
Cc1ccc(-c2nnn(CCC(=O)Nc3ccc4c(c3)OCO4)n2)cc1,.,4.2,-1.9,-2.5,7.6,.,0.8,7.3
Cc1cc(NC(=O)CN2C(=O)NC(C)(CC(C)C)C2=O)no1 (configuration not stated),-0.6,-0.7,-2.5,2.4,-7.3,0.1,-4.2,-4.0
C[C@@H]1CN([C@@H](C)CO)C(=O)c2cccc(NC(=O)Nc3ccccc3)c2O[C@H]1CN(C)Cc1ccc(C(=O)Nc2ccccc2N)cc1,2.0,14.5,0.0,-7.9,15.1,-0.9,0.5,-14.7
O=C(CCN1CCCCC1)NCC[C@H]1CC[C@@H](NC(=O)C2CCCCC2)[C@@H](CO)O1,0.1,3.0,3.9,.,-14.7,-0.1,-3.3,.
CN1C(=O)S/C(=C\c2ccc(-n3cncn3)cc2)C1=O,1.8,0.3,-4.0,7.7,-17.7,-0.1,-2.0,-7.4
Cc1ncsc1C(=O)Nc1cccc(C(F)(F)F)c1,-0.5,2.9,-2.5,.,2.7,?,-2.7,.
C=CCN1C(=O)[C@H]2CCC=C[C@H]2[C@@H]1c1cccc(C)c1,0.1,-2.5,-1.9,5.1,-9.1,-0.1,1.8,-7.2
CC1=N/C(=C/c2ccco2)C(=O)O1,1.1,1.6,-2.3,.,-19.7,0.1,-2.4,.
C[C@@H]1CCCCO[C@H](CN(C)S(=O)(=O)c2cn(C)cn2)[C@@H](C)CN([C@H](C)CO)C(=O)c2cc(NC(=O)Nc3ccc4c(c3)OCO4)ccc2O1,-0.1,-4.4,9.8,2.3,4.4,-1.0,-0.3,1.3
O=C(O)Cc1ccc(-n2cccc2)cc1,.,-10.0,-1.9,1.4,-29.8,0.0,1.4,2.0
COc1ccc(OC)c2c(C)cc(N3CCN(C(=O)c4ccc(C)cc4)CC3)nc12,1.5,0.0,3.5,.,-10.4,0.1,13.7,-4.8
C=CCN1C(=O)/C(=C2/Sc3ccc(OC)cc3N2C)SC1=Nc1ccc(OC)cc1,24.8,-1.6,26.1,.,-7.3,0.1,2.7,.
Cc1cc(C)c(NC(=O)CN(C)C(=O)C2CC(=O)N(c3cccc4ccccc34)C2)c(C)c1 (configuration not stated),3.1,4.1,-4.9,-2.2,-1.0,0.2,-4.0,-4.4
# (continued)
SMILES,E-selectin induc,ERp5 inh,S100A4 MyoIIA,RAD54 branch,RAD52 inh,Xi reactivation,ERAP1 HTS inh,esBAF inh
O=C(O)COc1ccc(/C=C2/SC(=S)N(Cc3ccccc3)C2=O)cc1,.,-2.9,-7.8,2.9,-11.9,0.0,0.2,-3.1
COc1ccc2c3c(n(C)c2c1)[C@@H](CO)N(C(=O)Nc1cccc(F)c1)CC31CN(Cc2nccs2)C1,-0.1,-2.8,-1.5,.,-6.1,0.0,-0.7,.
O=C(c1c[nH]c2ccccc12)C(Cl)c1ccccc1 (configuration not stated),0.0,-3.0,1.4,-3.1,-14.9,-0.1,0.3,-7.1
COc1ccc(-c2nn(-c3ccccc3)cc2C(=O)N2c3ccc(C)cc3C3CN(C)CCC32)cc1 (configuration not stated),.,1.1,0.4,.,-6.8,0.0,2.3,.
Oc1ccccc1C=NNC(=S)NC1CC2C=CC1C2 (configuration not stated),0.0,12.5,0.1,2.6,-15.7,0.0,-2.8,70.0*
Cn1c(=O)c2c(SCC(=O)NCc3ccco3)nc(-c3ccccc3Cl)nc2n(C)c1=O,2.7,3.2,-2.5,-9.5,-12.5,0.1,0.3,-4.7
CCCNC(=O)N(C)C[C@H]1Oc2ncc(/C=C/c3ccccc3)cc2C(=O)N([C@@H](C)CO)C[C@@H]1C,-0.2,-0.4,-2.6,-3.9,12.4,1.0,-1.5,-1.1
C[C@H](CO)N1C[C@H](C)[C@H](CN(C)C(=O)Nc2ccc(F)cc2)Oc2cc(/C=C/c3ccccc3)ccc2S1(=O)=O,.,1.4,6.2,0.5,5.4,.,2.9,-7.0
CC(C)C[C@@H](CNCC(=O)[C@H](C)NC(=O)c1[nH]cnc1C(=O)N[C@@H](C)CN)NC(=O)c1nc[nH]c1C(=O)N[C@@H](CO)C(=O)O,1.8,-4.0,16.5,-1.9,-0.2,0.1,.,0.6
C[C@H]1CN([C@@H](C)CO)C(=O)c2cc(NC(=O)NC3CCCCC3)ccc2O[C@@H]1CN(C)S(=O)(=O)c1ccc(Cl)cc1,449.2*,3.1,-4.3,-7.7,-18.9,0.1,-0.1,-2.0
CC1=C(C(=O)N(C(C)C)C(C)C)CC(CC(=O)NCc2ccco2)C(=O)N1Cc1ccc(F)cc1 (configuration not stated),-0.1,4.6,1.3,-2.8,-11.3,0.1,-1.4,-4.3
COc1ccc(-c2nnc(SCc3ccc(C(=O)O)cc3)n2C)cc1OC,0.0,1.1,0.2,6.9,-8.1,0.0,2.9,-8.0
C/C=C/c1cnc2c(c1)C(=O)N([C@H](C)CO)C[C@H](C)[C@@H](CN(C)Cc1ccccc1)O2,-0.2,5.5,-8.7,-10.1,5.5,-0.7,0.7,-2.8
C[C@@H]1CN([C@H](C)CO)C(=O)c2cc(NS(=O)(=O)c3ccc(Cl)cc3)ccc2O[C@@H](C)CCCCO[C@@H]1CN(C)S(=O)(=O)c1ccc(Cl)cc1,-0.1,.,.,-7.8,.,0.0,.,-4.2
O=C(C/C=N\O)Nc1ccc(Oc2ccccc2)cc1,-0.1,0.3,40.2,.,-19.5,0.0,-2.3,.
NC(=O)COc1ccc(-c2noc(COc3ccccc3[N+](=O)[O-])n2)cc1,.,2.7,3.8,.,-4.9,0.0,-0.8,.
COc1ccc(C(=O)C2CCCN(C(=O)c3csc(SC)n3)C2)cc1F (configuration not stated),.,1.1,-0.7,6.5,-12.5,0.1,-0.3,4.4
COC(CNC(=O)c1ccc(CS(=O)(=O)c2ccc(C)cc2)o1)OC,0.4,-2.3,-3.6,-7.0,-11.4,0.1,-3.4,2.3
CCCN1[C@@H]2c3ccc(/C=C/c4ccccc4)c(=O)n3C[C@H]1[C@H](CO)[C@H]2C(=O)NCC1CC1,0.1,-3.5,-3.4,-12.2,2.5,0.5,0.1,-1.1
CC(C)c1nnc(NC(=O)c2nc(S(=O)(=O)Cc3ccc(F)cc3)ncc2Cl)s1,.,-5.6,1.9,-3.0,-9.5,0.2,-3.5,-11.2
Cc1ccc(NC(=O)[C@@H](NC(=O)c2cccc(S(=O)(=O)N3CCOCC3)c2)C(C)C)cc1C,.,6.8,0.9,.,-30.8,-0.1,-0.7,.
COC(=O)CC1=NN(c2nc3ccccc3s2)C(=O)/C1=C/N(C)C,2.7,-0.4,-4.6,.,-56.8,-0.1,8.4,.
Cc1noc(C)c1NC(=O)N[C@H]1C=C[C@H](CC(=O)NCCCN(C)C)O[C@@H]1CO,0.0,-2.4,18.3,4.0,13.3,-0.3,2.9,-5.4
